From PubChem BioAssay
S100A4 MyoIIA – inhibitors of S100A4-myosin IIA peptide binding, primary screen, biochemical, fluorescence polarization, TAMRA-MyoIIA peptide | AID 652163, 2013 | inhibition, % at 10.7 µM | Protein S100-A4 (Homo sapiens), P26447 | 360,000 compounds, 0.14% hits;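 active means mean inhibition of at least 70% across replicates, with every replicate also reaching that level; inconclusive means mean inhibition reaches 70% but some replicates fall short; inactive means mean inhibition below 70%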
Target sequence (P26447 whole entry, looked up): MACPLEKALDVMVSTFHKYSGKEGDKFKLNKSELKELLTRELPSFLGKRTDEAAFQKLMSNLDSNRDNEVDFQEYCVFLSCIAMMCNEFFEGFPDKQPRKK
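assay system = human S100A4 monomer with TAMRA-labelled myosin IIA peptide | also added = labelled myosin peptide probe, 5 nM | incubation = 5 min between mix addition and reading | control set = DMSO and TFP controls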
SIRT5 inh – SIRT5 desuccinylase inhibitors, primary screen, biochemical, fluorescence imaging, single point, set 5; NAD-dependent protein deacylase sirtuin-5, mitochondrial (Homo sapiens), Q9NXA8; Purified SirT5, succinyl-peptide AMC, trypsin-coupled fluorescence; inhibition, % at 15 µM; 330,000 compounds, 1.1% hits; in the data active means inhibition above about 15%; inconclusive means no clear call, values can overlap the other calls
Target sequence (Q9NXA8 whole entry, looked up): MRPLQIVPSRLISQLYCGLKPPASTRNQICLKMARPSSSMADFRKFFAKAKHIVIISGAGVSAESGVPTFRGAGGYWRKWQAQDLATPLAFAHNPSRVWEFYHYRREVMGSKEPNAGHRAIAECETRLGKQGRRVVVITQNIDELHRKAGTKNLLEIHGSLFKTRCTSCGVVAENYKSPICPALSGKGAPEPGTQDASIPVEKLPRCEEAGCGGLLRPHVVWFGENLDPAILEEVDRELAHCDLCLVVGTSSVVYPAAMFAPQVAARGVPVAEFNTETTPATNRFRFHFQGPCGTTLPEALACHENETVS
Casp6 inh – human caspase-6 inhibitors, primary screen, biochemical, VEID-R110 fluorescence, single point, set 2 | P55212 | purified caspase-6, Z-VEID-R110 cleavage fluorescence | inhibition, % at 12.5 µM | 350,000 compounds, 0.53% hits | AID 686996, 2013;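 active means mean inhibition across replicates at least about 35%, with every replicate also reaching that limit, limit read from the data; inconclusive means only one of the two criteria met; inactive means neither criterion met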;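 further: 0% = median of neutral control wells and 100% = no fluorescence left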
Target sequence (P55212 24-179 limits assumed): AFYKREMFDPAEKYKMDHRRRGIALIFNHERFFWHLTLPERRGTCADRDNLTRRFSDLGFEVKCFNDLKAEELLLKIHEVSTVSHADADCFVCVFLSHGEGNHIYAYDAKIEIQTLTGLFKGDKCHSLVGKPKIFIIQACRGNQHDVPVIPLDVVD
Target sequence (P55212 194-293 limits assumed): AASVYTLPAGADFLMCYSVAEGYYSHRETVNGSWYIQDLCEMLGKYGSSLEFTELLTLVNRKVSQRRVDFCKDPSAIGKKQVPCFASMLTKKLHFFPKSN
C2C12 statin – suppressors of statin myotoxicity in C2C12 myotubes, primary screen, cell-based, single point, plate reader. 330,000 compounds, 0.78% hits. C2C12 myotubes + simvastatin, ATP luminescence, 48 h; scaled: DMSO 0, geranylgeraniol control 100. rescue of ATP level, % at 7.49 µM;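 active means mean ATP rescue above about 67%, or every replicate alone reaching that limit, limit read from the data, passing the limit was not always enough; inconclusive means no clear call, values can overlap the other calls; inactive means mean under the limit and some replicate under it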;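 further: myotubes were challenged with 10 µM simvastatin during compound exposure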
FN deposition inh – inhibitors of fibronectin matrix deposition, primary screen, AH1F cells, Alexa488-fibronectin fluorescence, plate reader; inhibition, % at 12.6 µM; 350,000 compounds, 0.086% hits; AH1F fibroblasts, overnight;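 active means mean inhibition across replicates of 30% or more, regardless of how many single replicates reach that level; inconclusive means mean under 30% yet at least half of replicates reach 30%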;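 further: positive control wells lacked labelled fibronectin entirely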
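Assay system: AH1F fibroblast monolayer, labelled fibronectin deposition. Amount: 10000 cells per well. Also added: labelled fibronectin 24 nM. Compound: single-point pinned compound. Incubation: cell attachment 1 h, compound and FN exposure overnight. Detection: fluorescence after three HBSS washes, excitation 485 nm, emission 525 nm. Read-out: inhibition of fibronectin deposition signal.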
LGR2 antag – inhibitors of bursicon-induced LGR2 CRE-luciferase signal, primary screen, cell-based, HEK293, CRE-luciferase reporter, bursicon stimulation; bursicon-stimulated, 4 h; inhibition, % at 9.99 µM; 380,000 compounds, 0.35% hits; AID 720647, 2013;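 active means drop in luminescence signal, shown as inhibition above about 50% in the replicate tests, limit read from the data, passing the limit was not always enough; inconclusive means probably only some replicates passing the limit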;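 further: agonist challenge used bursicon conditioned medium at about half maximal strength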
esBAF inh – Bmi1 luciferase reporter increase in mESCs, primary screen, esBAF inhibitor project, mouse ES cells, Bmi1 luciferase knock-in, single point | 350,000 compounds, 2% hits | reporter increase, % at 12.5 µM | 24 h; 100% = twice the neutral-well signal | AID 602393, 2012; in the data active means activation above about 40%; inconclusive means no clear call, values can overlap the other calls;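 further: 0% = median of the plate's neutral control wells and 100% = double that signal; a rise in the Bmi1 reporter signal indicates esBAF inhibition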
Starred values were filed as active, the others as inactive; ? = inconclusive; . = no result given; & = joins results of further samples. These rows are one share of the data; the hit share may differ from the screen's.

Compound	S100A4 MyoIIA	SIRT5 inh	Casp6 inh	C2C12 statin	FN deposition inh	LGR2 antag	esBAF inh
Cc1cc(C)n(CCNC(=O)c2cc(COc3ccc4ncccc4c3)on2)n1	0	-2	1	5	2	-5	2
O=C(C[C@@H]1C=C[C@@H](NC(=O)C2CC2)[C@@H](CO)O1)Nc1ccccc1	3	-1	-1	0	0	-5	0
C=CCNC(=S)Nc1ccc2nc(C)oc2c1	-7	-5	-1	-3	-8	5	2
Nc1nc2ccc(-c3nc4ccccc4o3)cc2s1	.	.	.	75*	.	-16	2
CCCC(=O)Nc1nc2nc(-c3ccccc3)cc(-c3ccccc3)n2n1	.	.	.	6	-3	.	-3
Cn1c(=O)c2c(nc(N3CCN(C(=O)c4ccco4)CC3)n2CCSc2ncccn2)n(C)c1=O	-2	1	0	.	6	7	.
Cc1nc(C)c(C(=O)O)c(-c2ccsc2)c1C(=O)O	-5	-3	10	.	0	11	.
CS(=O)(=O)N(CC(=O)NCCSCc1cccc(Cl)c1)c1ccc(F)cc1	3	-1	1	5	-6	7	1
Cc1ccc(S(=O)(=O)NCC(=O)N2CCOCC2)cc1	-4	0	0	-3	1	-19	2
C[C@]12C=CC(=O)C=C1CC[C@@H]1[C@@H]2C(=O)C[C@@]2(C)[C@H]1CC[C@]2(O)C(=O)CO	-3&-4	-1	-3&-6	9&9	0	-5&7	-7&0
CC(C)CC#Cc1ccc2c(c1)O[C@@H](CN(C)C(=O)CN(C)C)[C@H](C)CN([C@H](C)CO)S2(=O)=O	-7	-6	-2	-15	26	-39	-1
Cc1ccccc1NN=Nc1nc2c([nH]1)c(=O)n(C)c(=O)n2C	-2	-3	5	.	-3	-7	.
Cn1c(=O)oc2cc(S(=O)(=O)NCCC(=O)NC3CCCC3)ccc21	.	.	.	11	-2	14	1
O=C(N[C@@H]1CC[C@H](CC(=O)N2CCOCC2)O[C@@H]1CO)c1ccc2c(c1)OCO2	1	5	1	-2	1	4	-4
CC1(C)NC(=O)N(CC(O)CN(c2ccccc2)S(=O)(=O)c2ccccc2[N+](=O)[O-])C1=O (configuration not stated)	-1	-2	-2	7	13	-8	-3
O=C(Oc1ccc(Br)cc1C(=S)N1CCOCC1)c1ccccc1	-9	-5	0	17	-8	9	-3
COc1ccc(-c2[nH]c(-c3cccc(OC)c3)nc2SCC(=O)NC2CCCC2)cc1	1	-2	0	-22	-37	1	8
Cc1cc(C)c(S(=O)(=O)N2CCN(C(=O)CCn3nc(C)c(C)c3C)CC2)c(C)c1	8	1	-1	-69	-1	1	-3
N#Cc1ccccc1OCC(=O)N(C1CCCCC1)C1CCS(=O)(=O)C1 (configuration not stated)	2	1	7	.	.	-21	.
Cc1cc(Cl)ccc1C(=O)C1CCCN(C(=O)c2cnsn2)C1 (configuration not stated)	-1	2	-1	5	-2	-2	-9
CCOC(=O)C1CCN(c2c(NC3CCCCCCC3)c(=O)c2=O)CC1	-6	-1	-3	-9	3	9	-3
Cc1csc(NC(=O)c2ccoc2C)n1	.	.	.	-11	-2	.	42*
N#C[C@@H]1[C@@H](c2ccc(C#Cc3cccc(F)c3)cc2)[C@@H](CO)N1C(=O)C1CCC1	11	-4	1	5	0	-19	5
COc1cc(NC(=O)CCc2c(C)noc2C)c(Cl)cc1C(=O)O	-3	-4	1	0	1	-12	-6
O=C(OCc1cn([C@H]2C[C@H](c3ccccc3)N(CC3CCCCC3)C[C@@H]2O)nn1)c1ccccc1	0	-1	0	-5	-5	14	-3
CN(Cc1ccco1)S(=O)(=O)c1nnc(NC(=O)c2cccc(Cl)c2)s1	-6	4	9	-7	-2	-11	12
CCCNC(=O)N1[C@H](CO)[C@H](c2ccccc2)[C@H]1CNC(C)=O	9	2	1	4	1	-4	0
N=c1c(C(=O)NCc2ccc3c(c2)OCO3)cc2c(=O)n3ccccc3nc2n1Cc1cccnc1	.	.	.	-5	10	.	-8
O=C(CN(C(=O)CCC(=O)Nc1nccs1)c1ccc(F)cc1)NCC1CCCO1 (configuration not stated)	.	.	.	6	.	-1	-6
Cc1ccc2nc(-c3ccc(F)cc3)c(Cc3cccc(Cl)c3)n2c1	-2	-4	0	6	-1	-2	48*

Overlap with the part before: 2 entries, then new ones.
Compound	S100A4 MyoIIA	SIRT5 inh	Casp6 inh	C2C12 statin	FN deposition inh	LGR2 antag	esBAF inh
O=C(CN(C(=O)CCC(=O)Nc1nccs1)c1ccc(F)cc1)NCC1CCCO1 (configuration not stated)	.	.	.	6	.	-1	-6
Cc1ccc2nc(-c3ccc(F)cc3)c(Cc3cccc(Cl)c3)n2c1	-2	-4	0	6	-1	-2	48*
Cc1cc(C)n2cc(CSc3ccc(Br)cc3)nc2n1	-4	3	-3	.	2	.	.
O=C(CSc1nc2scc(-c3ccco3)c2c(=O)n1-c1ccccc1)N1CCOCC1	.	.	.	-17	-6	7	7
CCCCCCCCN1C(=O)[C@@H](CC(=O)NCC23CC4CC(CC(C4)C2)C3)C[C@@]2(C(=O)OC)C1=C[C@H](C1CCCC1)O[C@@H]2C	2	.	-1	.	10	23	.
O=C(COC(=O)c1ccc([N+](=O)[O-])o1)NC12CC3CC(CC(C3)C1)C2	-2	-5	11	2	.	-3	-5
Cc1nnc2c(NC3CCCCC3)nc3ccccc3n12	2	-6	-2	-5	5	-19	-15
COc1ccccc1S(=O)(=O)N[C@H]1CC[C@@H](CCNC(=O)C2CCC2)O[C@H]1CO	-4	4	2	-1	.	9	-1
CS(=O)(=O)NNC(=O)CN1C(=O)C2C3C=CC(C3)C2C1=O (configuration not stated)	1	0	-1	1	3	9	1
CCCCCCCCCCCCCCCC[n+]1cccc(C(=O)N(CC)CC)c1	-3	-4	-167	-99	14	-2	-28
Cc1c(C(=O)OCC(=O)N(C)Cc2ccccc2)oc2ccccc12	-5	-3	-3	-3	0	-19	2
CCCSc1nnc(CSc2nc(C)cc(C)n2)n1C	3	-1	1	.	-2	15	.
Cc1noc(C)c1NC(=O)Nc1ccc2c(c1)C(=O)N([C@H](C)CO)C[C@H](C)[C@H](CN(C)C(=O)C1CCCCC1)OCCCC[C@@H](C)O2	-7	4	1	.	.	-3	6
CC1CCCN(C(=O)C2CCN(S(=O)(=O)c3cccc4nonc34)CC2)C1 (configuration not stated)	-1	0	0	4	-2	-19	0
O=C(NCc1ccccc1)C1=C[C@H](c2coc3ccccc3c2=O)C[C@H](OCc2ccc(CO)cc2)O1	-4&-2	-1&0	1&0	7	-8	6	5
COc1ccc(S(=O)(=O)N2CCC(C(=O)NCCCN3CCOCC3)CC2)cc1	-3	-2	-4	9	1	10	-3
C[C@@H]1CN([C@@H](C)CO)C(=O)c2cc(NC(=O)C3CC3)ccc2O[C@H]1CN(C)S(=O)(=O)c1cn(C)cn1	-32	-2	1	9	.	-2	4
COc1ccccc1C(=O)NC(CCSC)C(=O)NCC(c1cccs1)N1CCOCC1 (configuration not stated)	1	-1	-2	6	7	2	-2
COc1ccc(NC(=O)c2cc3c(CO)cnc(C)c3oc2=Nc2cccc(F)c2)c(OC)c1	-4	-8	-6	10	.	-4	0
CN(c1cccc(Cl)c1)S(=O)(=O)c1cccc(C(=O)Nc2nc3ccccc3[nH]2)c1	-4	.	1	.	12	?	.
CCOC(=O)[C@@H]1[C@H]2COc3ccccc3[C@@H]2N2C(=O)N(c3ccc(OC)cc3)C(=O)[C@]12C	-4	.	3	-2	3	3	-5
Cc1nc(-c2cccc(-c3noc(C)n3)c2)no1	.	.	.	-9	-4	.	10
CCCn1c(N)c(NCCN2CCOCC2)c(=O)n(CC(=O)NCc2ccccc2)c1=O	4	0	1	.	-1	12	.
C/C(CC(C)C)=N\NC(=O)Nc1ccccc1	-7	2	0	.	2	1	.
Cc1cccc(COc2ccc(/C=N/NC(=O)c3nnn(-c4nonc4N)c3COc3ccc(F)cc3)cc2)c1	2	-5	-3	.	-3	-28	.
c1ccc(CNc2ccc3ccccc3n2)nc1	4	-2	0	-11	.	-14	-24
COc1ccc(CC(=O)NCCc2ccc3c(c2)OCO3)cc1OC	-3	2	1	32	-8	-40	-2
Cc1nn(C(=O)Cn2ccc([N+](=O)[O-])n2)c(C)c1Br	8	0	2	3	.	6	-1
Cc1ccc(N2C(=O)CC(NCc3ccc4c(c3)OCO4)C2=O)cc1Cl (configuration not stated)	.	.	.	-9	.	-2	-3
C[C@@H]1CN([C@@H](C)CO)C(=O)CCCn2nncc2CO[C@H]1CN(C)C(=O)Nc1cccc2ccccc12	16&0&-4	-2&-7&1	0&-1&7	7&14&8	1&0	3&-2	0&2&-2
O=C(NCc1ccccn1)C1CCN(C(=O)c2cc3sccc3n2Cc2ccc(F)cc2)CC1	-14	0	2	.	1	10	.
COc1ccc(N2CCN(CC(=O)c3ccc(O)cc3O)CC2)cc1	2	-1	4	8	5	4	-9

Some values from above:
COc1ccc(CC(=O)NCCc2ccc3c(c2)OCO3)cc1OC @ SIRT5 inh: 2
Cc1cc(Cl)ccc1C(=O)C1CCCN(C(=O)c2cnsn2)C1 (configuration not stated) @ FN deposition inh: -2
O=C(CSc1nc2scc(-c3ccco3)c2c(=O)n1-c1ccccc1)N1CCOCC1 @ esBAF inh: 7
O=C(COC(=O)c1ccc([N+](=O)[O-])o1)NC12CC3CC(CC(C3)C1)C2 @ S100A4 MyoIIA: -2
Cc1cc(C)c(S(=O)(=O)N2CCN(C(=O)CCn3nc(C)c(C)c3C)CC2)c(C)c1 @ LGR2 antag: 1
Cc1ccc2nc(-c3ccc(F)cc3)c(Cc3cccc(Cl)c3)n2c1 @ S100A4 MyoIIA: -2

In a second layout: 2 of the compounds above.
Under each structure: S100A4 MyoIIA | SIRT5 inh | Casp6 inh | C2C12 statin | FN deposition inh | LGR2 antag | esBAF inh
- C[C@@H]1CN([C@@H](C)CO)C(=O)c2cc(NC(=O)C3CC3)ccc2O[C@H]1CN(C)S(=O)(=O)c1cn(C)cn1
    -32 | -2 | 1 | 9 | . | -2 | 4
- COc1ccccc1C(=O)NC(CCSC)C(=O)NCC(c1cccs1)N1CCOCC1 (configuration not stated)
    1 | -1 | -2 | 6 | 7 | 2 | -2

More compounds:
Compound	S100A4 MyoIIA	SIRT5 inh	Casp6 inh	C2C12 statin	FN deposition inh	LGR2 antag	esBAF inh
Cc1ccc(OCC(=O)N2CCc3ccccc32)cc1	-2	-6	-10	-1	9	-38	41
COC(=O)C1=C(C)N(CCCC(=O)O)C(=O)NC1c1cccc(OC)c1 (configuration not stated)	-2	.	-3	14	3	-2	-3
O=C(CCN1CCCCC1)NCC[C@H]1CC[C@H](NC(=O)Nc2ccc(F)cc2)[C@H](CO)O1	1	-2	-1	4	.	-2	0
COc1ccc(C#Cc2ccc3c(c2)O[C@H](CN(C)S(=O)(=O)c2ccccc2F)[C@H](C)CN([C@@H](C)CO)S3(=O)=O)cc1	3	13	3	-15	.	2	0
